PAFAH1B3 inh: blocks human PAF acetylhydrolase 1B catalytic subunit 3. Q15102. recombinant PAFAH1B3, FP-rhodamine probe, fluorescence polarization. inhibition, % at 3.39 µM. 340,000 compounds, 0.28% hits. AID 492972;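 active = inhibition above the screen-wide average of all tested compounds plus 3 SD, cut at about 25% in these data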;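 note: 0% = enzyme with DMSO only and 100% = wells lacking PAFAH1B3 protein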
pPAFAH inh: pPAFAH (human) enzyme inhibition; 330,000 compounds, 1.5% hits; AID 463082; inhibition, % at 3.39 µM; Q13093; recombinant pPAFAH, FP-rhodamine probe fluorescence polarization;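 active = inhibition above the mean inhibition across the screen plus 3 SD, cut at about 25% in these data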;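 note: inhibitors block binding of the rhodamine activity-based probe so polarization drops; 0% = enzyme with DMSO and 100% = wells lacking pPAFAH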
PAFAH2 inh: inhibitors of human PAFAH2; Q99487; 340,000 compounds, 0.99% hits; inhibition, % at 3.39 µM; recombinant PAFAH2, FP-rhodamine activity probe, fluorescence polarization; AID 492956;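 active = inhibition above the mean over all tested compounds plus 3 SD, cut at about 30% in these data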;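 note: inhibitors block probe labeling of enzyme so polarization drops; 0% = enzyme with DMSO and 100% = wells lacking PAFAH2 protein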
PAFAH1B2 inh: blocks human PAF acetylhydrolase 1b catalytic subunit 2 | P68402 | 340,000 compounds, 1.2% hits | inhibition, % at 3.39 µM | recombinant PAFAH1B2, FP-rhodamine activity probe, fluorescence polarization | AID 492953;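 active = inhibition above the mean of all tested compounds plus 3 SD, cut at about 24% in these data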;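 note: 0% = enzyme with DMSO and 100% = wells lacking PAFAH1B2; many of its hits are not listed in these tables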
Target sequence (P68402 whole entry, looked up): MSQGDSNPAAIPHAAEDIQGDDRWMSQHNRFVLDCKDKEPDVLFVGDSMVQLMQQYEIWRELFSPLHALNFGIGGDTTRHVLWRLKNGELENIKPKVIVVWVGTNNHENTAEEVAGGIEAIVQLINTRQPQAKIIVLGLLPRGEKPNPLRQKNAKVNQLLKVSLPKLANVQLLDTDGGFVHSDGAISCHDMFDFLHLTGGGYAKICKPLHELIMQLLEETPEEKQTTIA
PAD4 inh: inhibitors of human PAD4; Q9UM07; recombinant PAD4, RCA probe fluorescence polarization; inhibition, % at 6.36 µM; 330,000 compounds, 0.41% hits; AID 485272;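 active = percent inhibition above a cutoff equal to the mean of all tested compounds plus 3 SD, cut at about 15% in these data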;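 note: 0% = PAD4 with RCA probe and DMSO and 100% = probe without PAD4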
Target sequence (Q9UM07 whole entry, looked up): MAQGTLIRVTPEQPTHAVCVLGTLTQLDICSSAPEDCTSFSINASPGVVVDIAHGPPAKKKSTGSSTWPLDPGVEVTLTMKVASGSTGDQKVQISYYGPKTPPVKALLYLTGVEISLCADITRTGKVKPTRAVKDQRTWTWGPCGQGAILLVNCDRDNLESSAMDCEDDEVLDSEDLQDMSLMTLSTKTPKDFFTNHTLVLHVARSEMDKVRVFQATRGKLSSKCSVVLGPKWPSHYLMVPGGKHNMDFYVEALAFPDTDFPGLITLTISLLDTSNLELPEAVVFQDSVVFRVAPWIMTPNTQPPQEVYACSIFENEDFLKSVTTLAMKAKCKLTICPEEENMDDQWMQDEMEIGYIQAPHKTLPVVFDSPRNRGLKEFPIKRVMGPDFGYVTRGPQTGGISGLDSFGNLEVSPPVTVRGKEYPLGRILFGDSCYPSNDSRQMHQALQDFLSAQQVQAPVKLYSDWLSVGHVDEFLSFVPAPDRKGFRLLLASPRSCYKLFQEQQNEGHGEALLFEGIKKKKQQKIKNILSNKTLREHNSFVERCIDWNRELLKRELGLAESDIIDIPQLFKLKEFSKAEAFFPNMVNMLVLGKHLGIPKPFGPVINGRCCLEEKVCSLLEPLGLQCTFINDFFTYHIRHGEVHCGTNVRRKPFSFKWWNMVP
Active calls of the source: *; . = not tested or not shown. A portion of the library (hit frequency here may not be typical).

SMILES | PAFAH1B3 inh | pPAFAH inh | PAFAH2 inh | PAFAH1B2 inh | PAD4 inh
O=C(NCC#CCSc1nnc(-c2cccc3ccccc23)o1)c1cccs1 | . | 5.1 | . | . | -3.3
COc1ccc2nc3n(c(=O)c2c1)-c1ccc(Cl)cc1C(=O)NC3Cc1ccccc1 (stereo not drawn) | . | -0.8 | . | . | 0.5
C=C1[C@@H](O)[C@@H]2O[C@]3(CC[C@H](/C=C/[C@@H](C)[C@@H]4CC(C)=CC5(O[C@H](C[C@@](C)(O)C(=O)OC)CC[C@H]5O)O4)O3)CC[C@H]2O[C@@H]1[C@@H](O)C[C@H](C)[C@H]1OC2(CCCCO2)CC[C@H]1C (stereo partly drawn) | . | 3.4 | . | . | 0.3
O=C(Nc1ccc(Cl)cc1F)c1ccc2c(c1)C(=O)N(Cc1ccncc1)C2=O | . | -0.1 | . | . | -2.2
COc1ccc(S(=O)(=O)Nc2cc(Sc3ncn[nH]3)c(O)cc2C)cc1 | . | -2.9 | . | . | -3.2
Cc1ccc2c(c1)-n1c(nc3cc(F)ccc3c1=O)C(Cc1ccc(O)cc1)NC2=O (stereo not drawn) | . | -0.7 | . | . | 1.7
COc1ccc2nc3n(c(=O)c2c1)-c1ccccc1C(=O)NC3Cc1ccccc1 (stereo not drawn) | . | 1.4 | . | . | -1.6
O=S(=O)(c1ccccc1)N1CN(c2ccc(F)cc2F)c2nc3ccccc3nc21 | . | 3.1 | . | . | -2.0
Cc1ccc2c(c1)-n1c(nc3cc(Cl)ccc3c1=O)C(CC(C)C)NC2=O (stereo not drawn) | . | 1.6 | . | . | -0.3
COc1ccc(NS(=O)(=O)c2cc(C(=O)NNC(=O)c3ccncc3)ccc2OC)c(OC)c1 | . | -0.3 | . | . | 0.1
Cc1ccc2c(=O)n3c(nc2c1)C(CC(C)C)NC(=O)c1ccc(Cl)cc1-3 (stereo not drawn) | . | 0.6 | . | . | 0.7
O=C(NNS(=O)(=O)c1c(F)cc(F)c(Cl)c1F)C12CC3CC(CC(C3)C1)C2 | . | 1.1 | . | . | -3.2
CC1(C)CC[C@@]2(C(=O)O)C(C1)C1=CCC3[C@@]4(C)CC[C@H](O)C(C)(C)C4CC[C@@]3(C)[C@]1(C)C[C@H]2O (stereo partly drawn) | . | -0.5 | . | . | 1.9
Cc1ccc2c(c1)-n1c(nc3ccccc3c1=O)C(CC(C)C)NC2=O (stereo not drawn) | . | 3.0 | . | . | -3.9
O=C1NC(Cc2ccc(O)cc2)c2nc3ccc(Cl)cc3c(=O)n2-c2ccccc21 (stereo not drawn) | . | 7.8 | . | . | 2.9
Cc1ccc2c(=O)n3c(nc2c1)C(Cc1ccc(O)cc1)NC(=O)c1ccc(Cl)cc1-3 (stereo not drawn) | . | 0.2 | . | . | -1.1
NCCN1CCN2C(=O)CN(C(=O)c3ccccc3)CC12 (stereo not drawn) | . | 0.8 | . | . | 0.2
CN(C)C(CNC(=O)C1CCCN1C(=O)c1cccs1)c1ccccc1 (stereo not drawn) | . | 0.4 | . | . | -0.3
CC(=O)OC[C@]12CC[C@H]3[C@@](C)(CC[C@H]4C(C)(C)CCC[C@]34C)[C@@H]1C[C@@H](C1=CC(=O)O[C@@H]1OC(C)=O)O2 | . | 6.5 | . | . | 4.2
COc1cc2c(cc1OC)C(Cc1ccc(O)c(Oc3ccc(C[C@H]4c5cc(OC)c(OC)cc5CCN4C)cc3)c1)N(C)CC2 (stereo partly drawn) | . | -0.4 | . | . | -2.7
COc1cccc(C(=O)NCc2ccc3c(c2)OCO3)c1OC | 1.7 | . | -1.0 | -3.3 | .
Cc1ccc2[nH]c(C(=O)N/N=C/c3ccc([N+](=O)[O-])cc3)c(C)c2c1 | 11.1 | . | -4.6 | 6.1 | .
CC(NC(=O)C1CCCC1)c1ccccc1 (stereo not drawn) | 2.6 | . | -0.4 | 6.1 | .
C=CCn1c(=O)n(C)c2c(=O)n(C)c(=O)n(C)c21 | 7.0 | . | 2.2 | -3.1 | .
Cc1cc2nc(-c3ccc[nH]c3=O)n(Cc3ccccc3F)c2cc1C | 6.8 | . | 5.3 | 4.3 | .
O=Cc1ccc(Oc2nc(Cl)ncc2F)cc1 | 8.1 | . | 2.6 | 5.8 | .
COCCOC(=O)c1c(C)oc2ccc(O)c(CN3CCC(C)CC3)c12 (tested in a mixture with another compound) | 2.2 | . | 6.4 | 0.3 | .
COc1ccc(CCN2CCC(CN3C(=S)NC[C@@H]3CC(C)C)CC2)cc1OC | 13.6 | . | 6.5 | 3.4 | .
Cc1ccc(NS(=O)(=O)c2ccc(C)c(C(=O)Nc3ccc(S(=O)(=O)Nc4onc(C)c4C)cc3)c2)cc1 | 5.3 | . | 5.8 | 3.8 | .
CN1C[C@@H]2[C@@H]3C(=O)N(Cc4ccccc4)C(=O)[C@@H]3[C@](C)(C1=O)N2C(=O)c1ccc(F)cc1 | 5.0 | . | 8.2 | 1.5 | .
Cc1cc(C(=O)N/N=C/c2cc([N+](=O)[O-])cc(C)c2O)n[nH]1 | 0.3 | . | 0.7 | 1.8 | .
COc1c(Br)cc(Br)cc1C(=O)Nc1ccccc1N1CCCC1 | 5.8 | . | -6.7 | 5.8 | .
COC(=O)C(Cc1c[nH]c2ccccc12)NC(=O)c1ccc2nc[nH]c2c1 (stereo not drawn) | 6.0 | . | 1.7 | 3.3 | .
COc1ccc(CCNCc2ccc(-c3ccccc3)cc2)cc1OC | 0.2 | . | 6.5 | -2.1 | .
Cc1cc(-c2ccc([N+](=O)[O-])cc2)cc(C)n1 | 7.3 | . | -0.4 | 4.6 | .
Cc1cc2oc(=O)cc(CN3CCN(Cc4ccccc4)CC3)c2cc1C | 11.1 | . | -1.1 | -2.5 | .
Nc1ccccc1N=c1ssnc1Cl | 10.3 | . | 7.0 | 1.1 | .
COc1ccccc1NC(=O)C[n+]1ccccc1C | 6.4 | . | 1.7 | 1.1 | .
Cc1ccc(C(=O)Nc2nc(-c3ccco3)c(-c3ccco3)s2)o1 | 7.7 | . | 4.6 | 4.8 | .
CSC(=Nc1ccccc1)N=C(SCc1ccccc1)N(C)C | 7.8 | . | 2.3 | 1.1 | .
CCOC(=O)C(NC(=O)c1ccccc1Cl)(Nc1sc2c(c1C(N)=O)CCC2)C(F)(F)F (stereo not drawn) | 1.5 | . | 3.1 | -0.4 | .
CC1CN(Cc2nc3c(c(=O)n(C)c(=O)n3C)n2CCN2CCOCC2)CC(C)O1 (stereo not drawn) | 17.6 | . | -0.1 | -1.4 | .
Cc1ccnn1-c1ccc(C(=O)OCC(=O)Nc2ccc(F)cc2)cc1 | -0.1 | . | 55.4* | 3.9 | .
CCN(C(=O)COC(=O)/C=C/c1ccc2c(c1)OCO2)c1c(N)n(Cc2ccccc2)c(=O)[nH]c1=O | 0.8 | . | 2.6 | 3.1 | .
C=C1C(=O)C2=CC1CCC(=O)C1(C)CCC(OC(C)=O)C(C)(C)C1CC2O (stereo not drawn) | 5.8 | . | 3.0 | -0.8 | .
O=C(CNC(=O)c1ccc(Br)cc1)NCC(=O)OCC(=O)c1ccc(F)cc1 | -0.9 | . | -2.9 | -0.4 | .
c1ccc2c(c1)CCOC2CNCCCN1CCCCC1 (stereo not drawn) | 7.0 | . | -4.8 | 2.6 | .
CNC(=O)c1cc(S(=O)(=O)N2CC(C)OC(C)C2)ccc1N1CCCCC1 (stereo not drawn) | 0.2 | . | 1.0 | 7.5 | .
Cc1ccc(NC(=O)C2CCN(S(=O)(=O)c3ccc4ccccc4c3)CC2)nc1 | -4.6 | . | 2.9 | -2.6 | .
O=[N+]([O-])c1ccc(O)c(/C=N/Nc2ncnc3c2cnn3-c2ccccc2)c1 | 8.0 | . | 5.5 | -0.8 | .
COc1ccccc1/C=C(/C#N)C(=O)O | 7.6 | . | -5.3 | -0.4 | .
O=C(OCCn1c(=S)sc2ccccc21)c1ccccc1 | 11.6 | . | 13.8 | 1.9 | .
COc1ccc(C(c2nnnn2C2CCCC2)N2CCC(C(N)=O)CC2)c(OC)c1 (stereo not drawn) | 1.0 | . | 3.8 | -1.6 | .
CN(C)c1ncnc2c1ncn2CCn1cnc2c(N(C)C)ncnc21 | 10.3 | . | 1.0 | 0.0 | .
Cn1cnc([N+](=O)[O-])c1Sc1nc(N)nc2c1ncn2Cc1ccccc1 | 2.2 | . | 7.6 | 3.1 | .
CC(=C\c1ccccc1)/C=C1/SC(=S)N(CCCC(=O)O)C1=O | 6.7 | . | 6.0 | 5.8 | .
CCN1CCN(c2nc3ccccc3nc2C(C#N)C(=O)OC2CCCCC2)CC1 (stereo not drawn) | 7.6 | . | 1.5 | -2.6 | .
CC(=O)c1ccc(OC(=O)Oc2ccc(C(C)=O)cc2)cc1 | 2.4 | . | 3.5 | 3.2 | .
CCn1cc(C(=O)NCC(=O)NC(C)(C)CO)c(=O)c2cc3c(cc21)OCO3 | 8.2 | . | -0.8 | 3.8 | .
CC1(C2CC2)NC(=O)N(CC(=O)Nc2ccccc2F)C1=O (stereo not drawn) | 4.0 | . | -4.4 | 6.8 | .

In another format: results already given
SMILES,PAFAH1B3 inh,pPAFAH inh,PAFAH2 inh,PAFAH1B2 inh,PAD4 inh
C=C1C(=O)C2=CC1CCC(=O)C1(C)CCC(OC(C)=O)C(C)(C)C1CC2O (stereo not drawn),5.8,.,3.0,-0.8,.
O=C(CNC(=O)c1ccc(Br)cc1)NCC(=O)OCC(=O)c1ccc(F)cc1,-0.9,.,-2.9,-0.4,.
c1ccc2c(c1)CCOC2CNCCCN1CCCCC1 (stereo not drawn),7.0,.,-4.8,2.6,.

As entered above:
O=[N+]([O-])c1ccc(O)c(/C=N/Nc2ncnc3c2cnn3-c2ccccc2)c1 | PAFAH2 inh: 5.5
CC1(C2CC2)NC(=O)N(CC(=O)Nc2ccccc2F)C1=O (stereo not drawn) | PAFAH2 inh: -4.4
CCOC(=O)C(NC(=O)c1ccccc1Cl)(Nc1sc2c(c1C(N)=O)CCC2)C(F)(F)F (stereo not drawn) | PAFAH2 inh: 3.1

The main list resumes with the 2 entries that preceded the break.
SMILES | PAFAH1B3 inh | pPAFAH inh | PAFAH2 inh | PAFAH1B2 inh | PAD4 inh
CCn1cc(C(=O)NCC(=O)NC(C)(C)CO)c(=O)c2cc3c(cc21)OCO3 | 8.2 | . | -0.8 | 3.8 | .
CC1(C2CC2)NC(=O)N(CC(=O)Nc2ccccc2F)C1=O (stereo not drawn) | 4.0 | . | -4.4 | 6.8 | .
Cc1ccc(C)c(OCC(=O)NNC(=O)c2ccc(NC(=O)C3CC3)cc2)c1 | 1.3 | . | 4.0 | 6.1 | .
Cn1ccnc1SCC(=O)Nc1ccc([N+](=O)[O-])cn1 | -3.3 | . | 5.4 | 1.2 | .
O=C(CCC(=O)Nc1ccccc1Cl)NN=C1CCCC1 | 6.9 | . | 0.0 | 0.2 | .
Cc1cc(CN(C)C(=O)C2CCC(=O)N(CCc3ccccc3)C2)n[nH]1 (stereo not drawn) | 21.5 | . | 3.2 | -3.3 | .
CC1(C)COC(c2cc3c(cc2Br)OCO3)OC1 | 1.0 | . | 4.3 | -0.2 | .
CCCCC(=O)Nc1nnc(S(=O)(=O)N(CC)c2ccc(OC)cc2)s1 | 9.2 | . | 4.7 | 6.6 | .
CCCCc1nc2cc(C(=O)N(C)C(C)c3ccccn3)ccc2o1 (stereo not drawn) | 5.1 | . | -2.1 | 2.1 | .
Cc1ccc(OCCC(=O)Nc2ccccc2C(=O)NC2CC2)cc1 | 4.5 | . | -11.1 | 4.9 | .
Nc1nc(SCc2ccccn2)c2ncn(C3OC(CO)C(O)C3O)c2n1 (stereo not drawn) | 9.3 | . | 2.2 | 2.0 | .
O=C(COc1ccc(F)cc1)NCC1(N2CCCCC2)CCCCC1 | 0.2 | . | -2.7 | 5.0 | .
Cc1cn(CC(=O)NCC2CCCO2)c(=O)[nH]c1=O (stereo not drawn) | 1.4 | . | -4.9 | 1.1 | .
CC(OC(=O)C1CC1C)C(=O)Nc1ccc(Cl)cn1 (stereo not drawn) | -5.8 | . | -2.3 | 0.1 | .
CCN1CCN(C(=O)c2ccc(CNS(=O)(=O)c3cccc(OC)c3)cc2)CC1 | -2.1 | . | -1.7 | -3.9 | .
O=C1C=C(NS(=O)(=O)c2ccccc2)C(=O)c2ccccc21 | 13.3 | . | 5.3 | 10.8 | .
O=C(Nc1ccccc1O)c1ccc2c(c1)C(=O)N(c1ccccc1)C2=O | 4.4 | . | -1.8 | 3.4 | .
Cc1ccc(C(=O)OCC(=O)N2CCCc3ccccc32)cc1C | -0.9 | . | 18.7 | 2.9 | .
CCN(CC(=O)Nc1c(F)cccc1F)C(=O)Cc1ccc(S(=O)(=O)N2CCOCC2)s1 | 6.0 | . | 2.8 | 5.2 | .
NC(=O)C1CN(C(=O)c2nn(Cc3ccccc3)c(=O)c3ccccc23)c2ccccc2O1 (stereo not drawn) | 13.9 | . | 3.2 | 0.9 | .

Bioassay records from PubChem BioAssay.
